IDH1 R132H inh: inhibitors of IDH1 R132H reductase, primary screen, biochemical, plate reader, single point | Isocitrate dehydrogenase [NADP] cytoplasmic (Homo sapiens), O75874 | diaphorase/resazurin fluorescence, 60 min | inhibition, % at 10 µM | 70,000 compounds, 0.18% hits | AID 624101, 2012; in the data active = inhibition above about 34%;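 note: 0% = DMSO and 100% = no enzyme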
PRC2 inh: EZH2/PRC2 methyltransferase inhibitors, primary screen, biochemical, DELFIA time-resolved fluorescence, single point. AID 651548, 2012. PRC2 H3K27 methylation, DELFIA TRF, 1 h. inhibition, % at 12.5 µM. Histone-lysine N-methyltransferase EZH2 (Homo sapiens), Q15910. 57,000 compounds, 0.35% hits;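 active = mean inhibition of replicates at least 50% and every single replicate also reaching 50%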;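 note: dimethyl H3K27 on biotinylated H3 21-44 peptide detected by antibody; plate controls were median neutral control wells for no effect and median positive control wells for full effect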
Target sequence (Q15910 whole entry, looked up): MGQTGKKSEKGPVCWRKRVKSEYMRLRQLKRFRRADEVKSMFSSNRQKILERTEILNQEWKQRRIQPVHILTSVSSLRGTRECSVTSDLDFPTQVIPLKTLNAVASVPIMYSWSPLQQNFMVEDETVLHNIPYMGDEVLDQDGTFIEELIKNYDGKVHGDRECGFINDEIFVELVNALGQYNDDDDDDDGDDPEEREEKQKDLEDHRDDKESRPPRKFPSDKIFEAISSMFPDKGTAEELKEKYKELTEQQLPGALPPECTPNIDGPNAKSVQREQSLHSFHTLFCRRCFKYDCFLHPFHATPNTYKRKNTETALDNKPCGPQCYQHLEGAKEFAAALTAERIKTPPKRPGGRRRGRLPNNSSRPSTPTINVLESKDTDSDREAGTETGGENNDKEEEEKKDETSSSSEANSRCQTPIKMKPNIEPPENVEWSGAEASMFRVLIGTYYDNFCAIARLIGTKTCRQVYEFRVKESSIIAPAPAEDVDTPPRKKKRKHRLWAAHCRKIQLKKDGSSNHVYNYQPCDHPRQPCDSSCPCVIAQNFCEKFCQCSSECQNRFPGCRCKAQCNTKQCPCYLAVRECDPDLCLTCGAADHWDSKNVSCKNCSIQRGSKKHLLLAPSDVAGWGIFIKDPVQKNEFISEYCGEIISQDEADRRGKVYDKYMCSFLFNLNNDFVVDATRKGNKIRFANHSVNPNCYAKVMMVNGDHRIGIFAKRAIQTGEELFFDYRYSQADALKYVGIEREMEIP
* marks the source's active call; other numbers are inactive results; nt = no result given. Some of the compounds tested, so the mix of outcomes need not match the whole.

| canonical_smiles | IDH1 R132H inh | PRC2 inh |
| --- | --- | --- |
| C[C@@H]1CN([C@H](C)CO)C(=O)Cc2cc(NS(=O)(=O)c3ccc(Cl)cc3)ccc2O[C@H]1CN(C)S(=O)(=O)c1cccs1 | 0.7 | nt |
| Cc1ccc(S(=O)(=O)N(C)C[C@H]2Oc3c(NC(=O)CCCCCC(=O)Nc4ccccc4N)cccc3C(=O)N([C@H](C)CO)C[C@H]2C)cc1 | 0.4 | -23 |
| O=C(C[C@H]1C=C[C@H](NC(=O)c2ccc3c(c2)OCO3)[C@@H](CO)O1)NCc1ccc(F)cc1 | 0.4 | 4 |
| O=C(CSC1=NCCN1)C1COc2ccccc2O1 (stereo not given) | 39* | -9 |
| c1ccc(Cc2nnc3sc(C4COc5ccccc5O4)nn23)cc1 (stereo not given) | 0.7 | 2 |
| CCCc1cn(CC[C@H]2CC[C@@H](NC(=O)C3CCC3)[C@@H](CO)O2)nn1 | 0.4 | 3 |
| Cn1c(SCCCN2C(=O)c3cccc4cccc(c34)C2=O)nnc1-c1cccs1 | -0.9 | -2 |
| C[C@@H]1CN([C@@H](C)CO)S(=O)(=O)c2ccc(C#Cc3ccncc3)cc2O[C@H]1CN(C)S(=O)(=O)c1ccccc1 | 0.0 | nt |
| Cc1ccc(CN(C)C[C@H]2OCc3cnnn3CCCC(=O)N([C@@H](C)CO)C[C@H]2C)cc1 | -1.3 | -1 |
| CC(C)NC(=O)Nc1ccc2c(c1)CC(=O)N([C@@H](C)CO)C[C@H](C)[C@@H](CN(C)S(C)(=O)=O)O2 | 3.0 | -3 |
| Cc1ccc(S(=O)(=O)Nc2cccc3c2O[C@@H](CN(C)C(=O)NC(C)C)[C@H](C)CN([C@@H](C)CO)C3=O)cc1 | nt | 8 |
| CC(C)NC(=O)Nc1ccc2c(c1)CC(=O)N([C@@H](C)CO)C[C@@H](C)[C@@H](CN(C)Cc1ccc(-c3ccccc3)cc1)O2 | -0.6 | -17 |
| C[C@@H]1CCCCO[C@@H](CN(C)S(C)(=O)=O)[C@@H](C)CN([C@H](C)CO)C(=O)c2cc(NC(=O)Nc3ccccc3)ccc2O1 | 3.1 | nt |
| Cc1ccc(S(=O)(=O)N[C@H]2CC[C@H](CC(=O)NCCc3ccncc3)O[C@H]2CO)cc1 | 0.0 | -4 |
| C[C@@H](NC(=O)C[C@H]1C=C[C@H](NS(=O)(=O)c2cccc(F)c2)[C@@H](CO)O1)c1ccccc1 | 0.0 | 15 |
| COc1ccc(S(=O)(=O)N[C@H]2CC[C@H](CCNC(=O)Cc3ccccn3)O[C@H]2CO)cc1 | 1.0 | 4 |
| C[C@@H]1CN([C@H](C)CO)C(=O)c2cccc(NC(=O)C3CCCCC3)c2O[C@@H]1CN(C)S(=O)(=O)c1cccs1 | 1.9 | nt |
| C[C@H](CO)N1C[C@H](C)[C@@H](CN(C)C(=O)Nc2ccccc2)Oc2c(cccc2N(C)C)C1=O | -2.0 | 2 |
| O=C(O)CCCC(=O)Nc1ccc(Br)cc1C(=O)O | -0.6 | -22 |
| CNC[C@H]1Oc2c(N)cccc2C(=O)N([C@@H](C)CO)C[C@@H]1C | 1.0 | -3 |
| COc1cc(C[C@H]2C(=O)OC[C@@H]2Cc2ccc(O[C@@H]3O[C@H](CO)[C@@H](O)[C@H](O)[C@H]3O)c(OC)c2)ccc1O | -0.4 | nt |
| Cc1ccc(S(=O)(=O)N(CC(=O)O)c2cc(Cl)ccc2C)cc1 | -0.1 | 0 |
| CO[C@H]1CN(C)C(=O)c2cc(NC(=O)c3cccc(F)c3)ccc2OC[C@@H](C)N(C)C[C@H]1C | 0.3 | 14 |
| O=C(C[C@H]1CC[C@H](NC(=O)c2cccc(F)c2)[C@H](CO)O1)NCc1ccccc1 | -0.1 | -3 |
| CO[C@@H]1CN(C)C(=O)c2ccc(NC(C)=O)cc2OC[C@@H](C)N(C(=O)c2ccncc2)C[C@@H]1C | -0.1 | 3 |

Brought forward from above: 6 entries; new compounds follow.
| canonical_smiles | IDH1 R132H inh | PRC2 inh |
| --- | --- | --- |
| CNC[C@H]1Oc2c(N)cccc2C(=O)N([C@@H](C)CO)C[C@@H]1C | 1.0 | -3 |
| COc1cc(C[C@H]2C(=O)OC[C@@H]2Cc2ccc(O[C@@H]3O[C@H](CO)[C@@H](O)[C@H](O)[C@H]3O)c(OC)c2)ccc1O | -0.4 | nt |
| Cc1ccc(S(=O)(=O)N(CC(=O)O)c2cc(Cl)ccc2C)cc1 | -0.1 | 0 |
| CO[C@H]1CN(C)C(=O)c2cc(NC(=O)c3cccc(F)c3)ccc2OC[C@@H](C)N(C)C[C@H]1C | 0.3 | 14 |
| O=C(C[C@H]1CC[C@H](NC(=O)c2cccc(F)c2)[C@H](CO)O1)NCc1ccccc1 | -0.1 | -3 |
| CO[C@@H]1CN(C)C(=O)c2ccc(NC(C)=O)cc2OC[C@@H](C)N(C(=O)c2ccncc2)C[C@@H]1C | -0.1 | 3 |
| O=C(C[C@H]1CC[C@@H](NC(=O)Cc2ccccn2)[C@H](CO)O1)NCCCN1CCOCC1 | 0.5 | 5 |
| O=C(O)CCCCCC(=O)N/N=C/c1ccc(N(c2ccccc2)c2ccccc2)cc1 | -0.8 | 61* |
| CCN(CC(=O)Nc1ccc(F)cc1F)S(=O)(=O)c1ccc2ccccc2c1 | -0.6 | -5 |
| C[C@H](CO)N1C[C@H](C)[C@H](CN(C)C(=O)Cc2ccccc2)Oc2cc(C#CC3(O)CCCC3)ccc2S1(=O)=O | 2.2 | -1 |
| COCC(=O)Nc1ccc2c(c1)C(=O)N(C)C[C@H](OC)[C@@H](C)CN(Cc1ccccn1)[C@@H](C)CO2 | -0.1 | 8 |
| N#Cc1c(NC(=O)Cn2cnc3sc(-c4ccccc4)cc3c2=O)sc2c1CCC2 | 0.3 | -4 |
| Cc1ccccc1-c1cnc2c(c1)C(=O)N([C@H](C)CO)C[C@@H](C)[C@@H](CN(C)C(=O)c1cccnc1)O2 | -3.3 | -1 |
| CCC(=O)Nc1ccc2c(c1)C(=O)N(C)C[C@H](OC)[C@@H](C)CN(Cc1cccc(F)c1)[C@@H](C)CO2 | -0.2 | -7 |
| CO[C@@H]1CN(C)C(=O)c2cc(NC(=O)c3cnccn3)ccc2OC[C@H](C)N(C(=O)C2CC2)C[C@@H]1C | 0.0 | 9 |
| O=C(C[C@@H]1CC[C@H](NC(=O)c2ccc3c(c2)OCO3)[C@H](CO)O1)NCc1ccc(Oc2ccccc2)cc1 | -0.1 | -6 |
| COc1ccc(S(=O)(=O)Nc2ccc3c(c2)CC(=O)N([C@@H](C)CO)C[C@@H](C)[C@H](CN(C)C)O3)cc1 | -1.2 | 3 |
| C[C@@H]1CCCCO[C@H](CN(C)C(=O)c2ccncc2)[C@H](C)CN([C@H](C)CO)C(=O)c2cc(NC(=O)NC3CCCCC3)ccc2O1 | 0.2 | nt |
| O=c1[nH]c2ccccc2c(=O)n1CCCO | 0.1 | nt |
| O=C(CSc1nnnn1-c1ccccc1)c1cc2ccccc2oc1=O | -0.5 | 0 |
| C[C@@H]1CN([C@@H](C)CO)C(=O)c2cccc(NS(=O)(=O)c3cn(C)cn3)c2O[C@@H]1CN(C)Cc1ccc(Cl)c(Cl)c1 | 2.1 | -6 |
| Cc1ccc2oc(-c3cccc(NC(=O)COc4ccc(Br)cc4)c3C)nc2c1 | 0.4 | 13 |
| C[C@@H]1CN([C@@H](C)CO)C(=O)c2cc(NS(C)(=O)=O)ccc2O[C@@H]1CN(C)C(=O)Nc1ccccc1 | -0.6 | 13 |
| CCn1c2ccccc2c2cc(/C=N/NC(=O)CCCCCCC(=O)Nc3ccccc3O)ccc21 | nt | -48 |
| COc1ccc(/C=N/NC(=O)c2ccccc2O)cc1O | nt | 11 |
| O=C1c2ccccc2C(=O)N1CCSc1nnnn1-c1ccccc1 | 0.1 | -3 |
| COc1ccc(S(=O)(=O)N(C)C[C@H]2Oc3ccc(NS(=O)(=O)c4ccc(Cl)cc4)cc3CC(=O)N([C@@H](C)CO)C[C@H]2C)cc1 | -0.3 | nt |
| C[C@@H]1CN([C@@H](C)CO)S(=O)(=O)c2ccc(-c3cncnc3)cc2O[C@H]1CN(C)C(=O)c1ccc2c(c1)OCO2 | -1.0 | -6 |
| CCC(=O)N1C[C@@H](C)[C@H](OC)CN(C)C(=O)c2cc(NC(=O)C3CCCCC3)ccc2OC[C@@H]1C | 0.1 | 6 |
| CC(C)CC#Cc1ccc2c(c1)O[C@H](CN(C)S(=O)(=O)c1cccc(F)c1)[C@@H](C)CN([C@H](C)CO)S2(=O)=O | 0.3 | -4 |
| CC(Oc1ccc(Cl)cc1Cl)C(=O)Nc1cc(-c2nc3ccccc3o2)ccc1Cl (stereo not given) | 0.0 | -10 |
| COc1cc(C)c(C(=O)Oc2cc(C)c(C(=O)Oc3cc(C)c(C(=O)NC(C)C(=O)O)c(O)c3)c(O[C@@H]3O[C@H](CO)[C@@H](O)[C@H](O)[C@H]3OC(C)=O)c2)c(O)c1 (stereo not given in full) | -0.1 | nt |
| C[C@@H]1CN([C@@H](C)CO)C(=O)c2c(c3ccccc3n2C)-c2ccccc2CO[C@H]1CN(C)Cc1ccc(C(=O)O)cc1 | nt | 12 |
| CCC(=O)Nc1ccc2c(c1)C(=O)N(C)C[C@@H](OC)[C@@H](C)CN(Cc1ccccc1)[C@@H](C)CO2 | -0.1 | 0 |
| CO[C@@H]1CN(C)C(=O)c2ccc(NC(=O)C3CCCC3)cc2OC[C@H](C)NC[C@@H]1C | -0.3 | 8 |
| C[C@H]1CCCCO[C@@H](CN(C)C(=O)NC2CCCCC2)[C@@H](C)CN([C@@H](C)CO)C(=O)c2cc(NS(=O)(=O)c3ccccc3)ccc2O1 | 5.0 | nt |
| CO[C@H]1CN(C)C(=O)c2cc(NC(=O)C3CC3)ccc2OC[C@H](C)N(C)C[C@H]1C | 0.2 | 3 |
| COc1ccc(NC(=O)N(C)C[C@H]2Oc3ccc(NC(=O)Nc4ccccc4)cc3C(=O)N([C@@H](C)CO)C[C@H]2C)cc1 | 0.5 | -7 |
| C[C@H](CO)N1C[C@H](C)[C@@H](CN(C)C(=O)Nc2cccc3ccccc23)Oc2ccc(NC(=O)Nc3ccc4c(c3)OCO4)cc2CC1=O | -0.2 | nt |
| CN(CC(=O)Nc1ccc(Oc2ccccc2)cc1)S(=O)(=O)c1ccc2ccccc2c1 | 0.4 | 29 |
| C[C@H]1CN([C@@H](C)CO)C(=O)CCCn2nncc2CO[C@H]1CN(C)Cc1ccccc1C(=O)O | 2.1 | nt |
| C[C@H](CO)N1C[C@H](C)[C@H](CN(C)S(C)(=O)=O)Oc2cc(Br)ccc2S1(=O)=O | -2.1 | 4 |
| COc1ccccc1CNC(=O)C[C@H]1C[C@H]2c3cc(NC(=O)C4CCC4)ccc3O[C@H]2[C@@H](CO)O1 | -0.1 | 3 |
| O=C(NCC[C@H]1CC[C@@H](NS(=O)(=O)c2cccc(F)c2)[C@H](CO)O1)C1CC1 | 0.0 | -4 |
| C[C@H]1CN([C@@H](C)CO)C(=O)CCCn2cc(nn2)CO[C@H]1CN(C)S(=O)(=O)c1ccc2ccccc2c1 | nt | 2 |
| COc1cccc(C#Cc2cnc3c(c2)C(=O)N([C@@H](C)CO)C[C@@H](C)[C@@H](CN(C)C)O3)c1 | -3.3 | -39 |
| CC(C)NC(=O)N(C)C[C@@H]1Oc2ccc(NS(C)(=O)=O)cc2C(=O)N([C@H](C)CO)C[C@H]1C | 1.5 | -1 |
| COc1ccc(NC(=O)N(C)C[C@@H]2Oc3cc(-c4ccc(C)cc4)ccc3S(=O)(=O)N([C@@H](C)CO)C[C@H]2C)cc1 | 4.7 | -3 |
| O=C(C[C@@H]1C[C@H]2c3cc(NC(=O)c4cccnc4)ccc3O[C@H]2[C@@H](CO)O1)NCc1cccc(F)c1 | -0.1 | 0 |
| C[C@H](CO)N1C[C@H](C)[C@@H](CN(C)Cc2ccc3c(c2)OCO3)Oc2ccc(NC(=O)CCCCCC(=O)Nc3ccccc3N)cc2C1=O | nt | 4 |
| C[C@@H]1CN([C@H](C)CO)C(=O)Cc2cc(NS(=O)(=O)c3cccs3)ccc2O[C@@H]1CN(C)C(=O)Nc1ccc2c(c1)OCO2 | 1.1 | nt |
| CN1N=C(c2coc3ccccc23)CC1(O)C(F)(F)F (stereo not given) | 0.0 | -2 |
| CCn1c(SCC(N)=O)nnc1-c1ccncc1 | 0.4 | -5 |
| O=C(Nc1ccccc1F)N[C@@H]1CC[C@@H](CCNC(=O)C2CCOCC2)O[C@H]1CO | 0.1 | -1 |
| COCC(=O)N(C)C[C@H]1Oc2cc(C#Cc3ccccc3)ccc2S(=O)(=O)N([C@@H](C)CO)C[C@@H]1C | 4.7 | -11 |
| C[C@@H]1CCCCO[C@@H](CN(C)Cc2ccccc2)[C@H](C)CN([C@@H](C)CO)C(=O)c2cc(NC(=O)CCCN(C)C)ccc2O1 | 2.3 | -4 |

The list goes on:
| canonical_smiles | IDH1 R132H inh | PRC2 inh |
| --- | --- | --- |
| Cc1ccc(S(=O)(=O)N(C)C[C@H]2Oc3ccc(NC(=O)c4ccncc4)cc3CC(=O)N([C@H](C)CO)C[C@H]2C)cc1 | 0.3 | -11 |
| COc1cccc(NC(=O)N(C)C[C@@H]2Oc3ncc(C#Cc4ccncc4)cc3C(=O)N([C@H](C)CO)C[C@@H]2C)c1 | nt | 7 |
| C[C@@H]1CN([C@@H](C)CO)C(=O)c2cc(NC(=O)C3CC3)ccc2O[C@@H]1CN(C)S(=O)(=O)c1cn(C)cn1 | 1.9 | nt |
| CN(C)CCCN1C(=O)C(=O)C(C(=O)c2ccco2)C1c1ccc([N+](=O)[O-])cc1 (stereo not given) | 0.5 | -6 |
| COc1cccc(C(=O)Nc2ccc3c(c2)OC[C@@H](C)N(C(=O)C2CCCC2)C[C@H](C)[C@@H](OC)CN(C)C3=O)c1 | -0.4 | -9 |

Screens deposited in PubChem BioAssay by Broad Institute.
